Bioassay records (PubChem BioAssay)
ATXN viability = viability counter-screen for ATXN expression inhibitors | S2 cells (HEK-293 line with an ATXN2-luciferase reporter) viability, CellTiter-Fluor protease fluorescence, 24 h | Potency, µM (series often up to 56.7 µM), most hits filed as cytotoxic | 400,000 tested, 0.49% active | AID 651635; note: potency is the fitted concentration of half-maximal effect; nearly all actives have a fitted effect of over 40% in size
MCF10A rereplic = DNA re-replication induction in MCF 10a cells; MCF 10A DNA re-replication, Hoechst nuclear intensity, 48 h; Potency, µM (doses to about 46.1 µM), without a hit: at the top dose activity, positive = re-replication, most hits filed as activators; 350,000 tested, 2.9% active; AID 624296; note: potency is the fitted concentration of half-maximal effect; % of control where 0% means no effect; nearly all actives have a fitted effect of over 50% in size
ATXN2 expr inh = reduces ATXN2 reporter expression in HEK-293 cells | HEK-293 ATXN2-luciferase reporter, luminescence, 24 h | Potency, µM (highest dose often 57 µM), for the others: top-dose activity change, negative = inhibition, actives largely listed as inhibitors | 360,000 tested, 0.72% active; note: potency is the fitted concentration of half-maximal effect; % is set by controls: 0 for no effect and ±100 for the full control effect; nearly all actives have a fitted effect of over 55% in size
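qHTS (up to 57 uM final) was run with 24 h compound exposure of reporter cells at 37 °C. Each well was multiplexed: SteadyGlo luminescence measured ATXN2-luciferase expression after a fluorogenic Gly-Phe-AFC viability readout (25 uM final).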
Nrf2 inh = Nrf2 pathway inhibition; Potency, µM (top dose mostly 46 µM), inactives show at the top dose activity change, negative = inhibition, actives largely listed as inhibitors; 360,000 tested, 2.1% active; AID 504444; A549 ARE-Fluc reporter, luciferase luminescence, 18-24 h; note: potency is the fitted concentration of half-maximal effect; % is set by controls: 0 for no effect and ±100 for the full control effect; nearly all actives have a fitted effect of over 60% in size
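Reporter: ARE-Fluc in A549. Exposure: 18-24 h, 37 °C, 5% CO2, 5% FBS OPTI-MEM. Readouts: fluorescent cytotoxicity (CellTiter-Fluor), then luminescent Nrf2 signal after BugLite.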
TGFb inhibitor = blocks TGF-b signaling; AID 588855; 410,000 tested, 1.2% active; HepG2 CAGA-GFP TGF-b/SMAD3 reporter, GFP fluorescence, 18 h; TGF-beta stimulated, 500 pg/mL final; Potency, µM (top dose mostly 46.1 µM), without a hit: at the top dose activity, negative = inhibition, usual class: inhibitors; note: potency is the fitted concentration of half-maximal effect; % is set by controls: 0 for no effect and ±100 for the full control effect; nearly all actives have a fitted effect of over 65% in size
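HEPG2 CAGA-GFP, 1000 cells/well; 2 h settle, 37 C; cpd via pin tool; TGF-b 500 pg/mL final; 18 h, 37 C; GFP imaging ex488/em500-530; %Activity normalised to -TGF-b and +DMSO controls; CRC fit, curve class.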
IL1B secr inh = blocks inflammasome-driven IL-1 beta release; 360,000 tested, 4.7% active; THP-1 LPS/ATP IL-1B secretion, AlphaLISA, 16 h; active compounds read low; activity change, % at 57.5 µM; in the data active = activity change below about -50%; inconclusive = mostly about -30% to -49%; note: % is set by controls: 0 for no effect and ±100 for the full control effect
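Secreted IL-1B measured by AlphaLISA bead assay after 16 h compound exposure of THP-1 cells; compounds (final up to 57.5 uM) added 1 h before LPS (250 ng/mL) and ATP (1.25 mM) stimulation; lower signal means less secretion.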
A549 tox = A549 cytotoxicity, counter-screen for Nrf2 inhibitors | A549 ARE-Fluc cells, CellTiter-Fluor viability, 18-24 h | Potency, µM (series often up to 46 µM), without a hit: at the top dose activity change, negative = cytotoxicity, actives largely listed as inhibitors | 390,000 tested, 0.16% active | AID 504648; note: potency is the fitted concentration of half-maximal effect; % is set by controls: 0 for no effect and ±100 for the full control effect
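A549 ARE-Fluc cells in 5% FBS OPTI-MEM, 5000 cells/well, rested 2 h then exposed to compounds in concentration-response for 18-24 h at 37 °C. Viability by CellTiter-Fluor fluorescence (Ex 405/Em 525) after 30 min; luciferase luminescence (BugLite, 15 min, RT) read afterwards.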
Nrf2 ARE act = activators of Nrf2 (ARE) signaling | AREc32 ARE-luciferase reporter (MCF7-derived line), luminescence, 24 h | 410,000 tested, 0.31% active | Potency, µM (series often up to 46.1 µM), for inactives: top-dose activation, actives largely listed as activators; note: potency is the fitted concentration of half-maximal effect; % of control where 0% means no effect; nearly all actives have a fitted effect of over 65% in size
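Nrf2 activation is followed as ARE-luciferase induction in the AREc32 line after one day of compound treatment; luminescence is read with Steady-Glo.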
HepG2 tox = kills HepG2 cells in TGF-b inhibitor counter-screen; HepG2 CAGA-GFP viability, ATP luminescence, 18 h; Potency, µM (top dose mostly 46.1 µM), inactives show top-dose activity change, negative = cytotoxicity, usual class: cytotoxic; 410,000 tested, 0.76% active; AID 588856; note: potency is the fitted concentration of half-maximal effect; some results filed as inactive show a strong effect at the top dose
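HepG2 CAGA-GFP cells (1000/well, DMEM with 1% FBS) received compound, then TGF-beta at 500 pg/mL final, and were incubated 18 hours at 37 degrees C. Viability was read by CellTiter-Glo luminescence. Media-only wells were set as complete cell-killing and DMSO as no toxicity.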
* hit, by the source's call; i = inactive; ? = inconclusive; · = no result given; & = joins results of further samples; [ ] = dose if it differs, or a comment. Unless noted, calls come from the whole dose curve; as a rule, active = well fitted curve in the direction sought with a large enough effect; inconclusive = small, poorly fitted or top-dose-only effect, or another doubt; inactive = no such curve, though single readings can be large; an effect the other way counts as inactive or inconclusive.

SMILES	ATXN viability	MCF10A rereplic	ATXN2 expr inh	Nrf2 inh	TGFb inhibitor	IL1B secr inh	A549 tox	Nrf2 ARE act	HepG2 tox
CCC(Sc1nc2ccccc2c2nc(-c3ccccc3)nn12)C(=O)Nc1cccc(OC)c1 (stereo unspecified)	?	·	9%	·	-10%	·	2%	0.1%	-1%
CCOC(=O)C1CCN(C(=S)Nc2cccc(C)c2)CC1	i	5%	-4%	9%	-3%	23	-6%	-0.3%	8%
O=C(Cn1cnc2ccccc21)c1ccc(Cl)cc1	i	-3%	30%	?	34%	-19	-3%	3.2%	-11%
C/C(=N\NC(=O)c1cnccn1)c1ccc([N+](=O)[O-])cc1	i	-27%	-9%	6%	-20%	·	1%	3.0%	9%
CC1(C)CC(NC(=O)c2ccccc2)CC(C)(C)N1	i	-1%	-14%	4%	2%	-20	8%	-0.3%	-4%
COc1ccc(/C=N/NC(=O)C2C(=O)NCC2c2ccccc2)c(OC)c1 (stereo unspecified)	i	-2%	-2%	-1%	6%	30	-3%	-0.3%	-6%
Cc1onc(-c2ccccc2Cl)c1C(=O)N1CCN(C/C=C/c2ccccc2)CC1	i	?	0%	-30%	?	-52*	2%	-0.5%	-43%
COc1ccc(-c2[nH]c(-c3cc(OC)c4c(c3)OCO4)nc2-c2ccccc2)cc1	i	13µM*	-18%	23µM*	?	-17	?	2.1%	4%
Cc1cc(C)cc(OCC(=O)Nc2cnn(CCCC(=O)O)c2)c1	i	-5%	2%	2%	36%[activator]	23	-3%	0.3%	6%
O=C(Cn1ncc2c1-c1ccccc1OC2)N1CCN(c2ccccc2F)CC1	i	·	-15%	-9%	-16%	·	-1%	0.3%	2%
Cc1onc(-c2ccccc2)c1-c1nnc(CN2CCN(S(=O)(=O)c3ccccc3F)CC2)o1	i	-6%	-17%	?	?	-7	1%	0.4%	-28%
CCc1ccc(NC(=O)N(Cc2ccc(C)cc2)Cc2cccn2-c2nnc(N3CCCC3=O)s2)cc1	i	·	8%	7%	2%	·	1%	7.2%	-28%
CCC(NS(=O)(=O)c1ccc(C)cc1)C(=O)N1CCOCCOCCOCC1 (stereo unspecified)	i	1%	-3%	13%	-13%	-5	0%	3.2%	3%
CC(C)C[C@H]1CN(CCCC[C@H]2CNC(=O)C(=O)N2CC2CCCCC2)C(=O)C(=O)N1CCc1ccccc1	i	·	13%	·	·	0	·	-0.7%	·
CCC(C)Nc1ncnc2c1cnn2Cc1ccc(Cl)cc1 (stereo unspecified)	i	20%	-23%	?	?	?	1%	-3.2%	-31%
O=c1cc(C23CC4CC(CC(C4)C2)C3)[nH][nH]1	i	?	1%	5%	2%	12	4%	11%	3%
O=S(=O)(Nc1ccc(Cc2ccncc2)cc1)c1ccc(Cl)cc1	i	3%	-29%	9.2µM*	?	-10	-16%	0.6%	-8%
COc1cc(O)c(C(CCN2CCCCC2)c2cc(OC)c(OC)c(OC)c2)c(OC)c1 (stereo unspecified)	i	?	5%	2%&11%	3%&-4%	-26	-2%&2%	0.8%	1%&-7%
Cc1ccc(C)c(CN2CCCN(C(=O)Cn3ncc4c3-c3ccccc3OC4)C2)c1	i	29%	0%	-4%	-11%	-12	0%	-0.6%	-34%
CCNC(=O)COC(=O)c1cc(-c2ccco2)nc2ccccc12	i	-9%	·	4%	-5%	8	5%	?	-3%
Cn1nnnc1SCC(=O)Nc1ccccc1N1CCOCC1	i	2%	12%	27%	-6%	0	-5%	-0.5%	0%
O=C(CCSCc1cnn(-c2ccccc2)c1-n1cccc1)NCc1ccc(Cl)cc1	·	·	·	?	16µM*	·	-1%	-0.3%	-27%
Cc1nc2ccc(NC(=O)c3ccc(Cl)c(NC(=O)c4cccs4)c3)cc2s1	i	2%	41%[activator]	·	?	37	-4%	28%	12%
COCCNc1oc(-c2ccccc2Cl)nc1C#N	i	-1%	32%[activator]	6%	1%	-18	-4%	2.7%	-4%
CN(C)c1nccc(Nc2ccccc2)c1C#N	i	14%	6%	·	0%	-10	-1%	-0.8%	2%
C=CC[C@@H](CC(=O)N[C@@H](CO)Cc1ccccc1)C(=O)N[C@@H](COC(=O)[C@@H](CC=C)CC(=O)OC(C)(C)C)Cc1c[nH]c2ccccc12	?	-2%	-22%	5%	?	-21	-15%	8.6%	-21%
O=c1oc2ccccc2c(Nc2cccc3cccnc23)c1[N+](=O)[O-]	i	4%	8%	11%	-7%	7	-6%	19%	12%
CC(=O)N/C(=C\c1ccccc1)C(=O)N1CCOCC1	i	?	5%	29%	-9%	-23	1%	1.1%	-7%
CN(CC(=O)Nc1ccccc1Cl)C(=O)COC(=O)c1ccc([N+](=O)[O-])s1	i	22%	-9%	-20%	?	-2	-1%	6.6%	-64%
Cc1ccc(NC(=O)COC(=O)C(NS(=O)(=O)c2ccc(Cl)cc2)C(C)O)cc1 (stereo unspecified)	i	11%	-4%	8%	-5%	11	0%	-0.2%	0%
CCC(=O)Nc1cccc(C2=NOC3(C2)C[C@@H](C(N)=O)N(C(=O)c2ccc(OC)cc2)C3)c1 (stereo partly specified)	i	17%	6%	-8%	28%	6	-8%	-1.1%	6%
COCc1cc(C)nc(N2CCc3ccccc32)c1C#N	i	15%	27%	11%	24%	14	-12%	2.2%	-15%
Cc1cccc(Oc2ccc(NC(=O)C3=CC=CN4CCS(=O)(=O)N=C34)cc2)c1	i	3%	-13%	-25%	-5%	16	-3%	-0.1%	-1%
COc1ccc(C(=O)Nc2ccc(Oc3nc(C)nc4sc(-c5ccccc5)cc34)cc2)cc1OC	i	?	-2%	?	-7%	-27	3%	-0.3%	-5%
COc1cc(C=NC2CCCCC2)ccc1O	?	·	·	·	-3%	10	·	-0.3%	-14%
COc1ccc2c(c1)c(CC(=O)Nc1cc(C)c(OC)c(C)c1)c(C)n2C(=O)c1ccc(Cl)cc1	i	·	-11%	-10%	-1%	·	-6%	0.6%	-2%
N#Cc1ccc(-c2ccc(F)cc2)nc1SCC(=O)Nc1sc2c(c1C#N)CCC2	i	?	-20%	-9%	19%	56	-3%	0.5%	-8%
CCOc1ccc(NC(=O)NC(C)c2ccc3c(c2)OCO3)cc1 (stereo unspecified)	i	1%	-9%	-14%	1%	-16	0%	-0.1%	3%
COc1ccc(OC)c(/C=N/NC(=O)CSc2nnc(C)n2-c2ccccc2)c1	i	17%	4%	-10%	28%	-2	7%	-0.6%	-1%
CC1CC(=O)Nc2ccccc2N1C(=O)CN1CCN(C=O)CC1 (stereo unspecified)	i	0%	0%[11.3 µM]	?	0%	25	9%	-0.7%	5%
COc1cc2[nH]c(=O)n(CCC(=O)N3CCc4ccccc4C3)c(=O)c2cc1OC	i	9%	-8%	-1%	1%	-6	-6%	-0.8%	5%
O=C1c2oc3ccccc3c(=O)c2C(c2cccnc2)N1CCCN1CCOCC1 (stereo unspecified)	i	-4%	0%	5%	-6%	32	3%	5.1%	-3%
CCOc1ccc(NC(=S)NNC(=O)CC(C)O)cc1 (stereo unspecified)	i	-5%	-14%	9%	0%	-6	0%	0.2%	-15%
CCN(CC)c1cc(Cl)c2nonc2c1N	i	3%	6%	17%	25%	-2	13%	3.6%	26%
CCCn1c(=O)c2ccccc2n2c(Sc3nnnn3-c3ccccc3)nnc12	?	14%	-34%	3%	-15%	-8	-7%	6.0%	-14%
C=CCOc1ccc(C(=O)c2ccccc2)c(OCC(=O)NC2(C#N)CCCC2)c1	i	-1%	-1%	?	1%	-60*	-14%	3.0%	-10%
CC(=O)Nc1cccc(-c2csc(C(C)(O)c3ccc(F)c(F)c3)n2)c1 (stereo unspecified)	i	·	-16%	·	-10%	34	·	4.8%	-21%
Cc1c(/C=C(\C#N)c2nn(-c3ccccc3)c(N)c2C#N)c2ccccc2n1Cc1ccc(F)cc1	i	?	-19%	-12%	26%	13	0%	0.9%	-1%
CCCN(CCC)C(=O)c1oc2ccccc2c1NC(=O)Cc1cccc(OC)c1	i	18%	7%	12%	-8%	1	1%	0.0%	-2%
COc1ccc(N2CC(NC(=O)COc3ccc4ccccc4c3)CC2=O)cc1 (stereo unspecified)	·	·	·	·	?	·	-5%	3.7%	-13%
CCOC(=O)c1c[nH]c(=S)n1C	i	-5%	-4%	-12%	-8%	10	-2%	-0.4%	3%
O=C(O)CCCCCNC(=O)c1ccc(C(=O)NCCCCCC(=O)O)cc1	?	1%	·	-5%	4%	-12	1%	-1.1%	-4%
CC(=O)NC1=NC(=O)CS1	i	5%	0%	-3%	17%	-4	-4%	-0.5%	6%
c1ccc(-n2ncc3c(NCCN4CCCCC4)ncnc32)cc1	i	?	14%	17%	1%	8	9%	3.3%	1%
Cc1ccc(NC(=O)CN2C(=O)COc3ccc(S(=O)(=O)N4CCOCC4)cc32)cc1N(C)C	i	-2%	-7%	3%&20%	0%&0%	6	-1%&0%	-0.1%&-0.5%	2%&-17%
CCOc1cc(/C=C2/SC(=S)N(Cc3ccccc3)C2=O)ccc1O	?	2%	·	-10%	-17%	-7	-22%	8.1%	-33%
COc1ccc(C2C=C(c3ccc(C)cc3)Nc3c(C(=O)Nc4ccccc4)cnn32)cc1 (stereo unspecified)	i	·	-32%	-16%	?	·	1%	2.5%	-12%
CC(=O)c1ccc(NC(=O)CSc2nnc3ccc(-c4ccccn4)nn23)cc1	i	16%	-5%	6%	2%	6	3%	0.7%	-38%
Cc1cc2ccccn2c1C(=O)c1nc(N2CCOCC2)ncc1Cl	i	1%	-8%	4%	?	-11	-10%	-0.6%	-28%
